IP6K1 inh – Primary qHTS assay for small molecule inhibitors of Inositol hexaphosphate kinase 1 (IP6K1); Inositol hexakisphosphate kinase 1 (Homo sapiens), Q92551; 0.81% of 140,000 active; IP6K1 kinase, ADP-Glo luminescence, 2 h; hits give low values; AID 1645851, 2021; activity change, % (series mostly up to about 58 µM); in the data active means activity change below about -25%
Target sequence (Q92551 whole entry, looked up): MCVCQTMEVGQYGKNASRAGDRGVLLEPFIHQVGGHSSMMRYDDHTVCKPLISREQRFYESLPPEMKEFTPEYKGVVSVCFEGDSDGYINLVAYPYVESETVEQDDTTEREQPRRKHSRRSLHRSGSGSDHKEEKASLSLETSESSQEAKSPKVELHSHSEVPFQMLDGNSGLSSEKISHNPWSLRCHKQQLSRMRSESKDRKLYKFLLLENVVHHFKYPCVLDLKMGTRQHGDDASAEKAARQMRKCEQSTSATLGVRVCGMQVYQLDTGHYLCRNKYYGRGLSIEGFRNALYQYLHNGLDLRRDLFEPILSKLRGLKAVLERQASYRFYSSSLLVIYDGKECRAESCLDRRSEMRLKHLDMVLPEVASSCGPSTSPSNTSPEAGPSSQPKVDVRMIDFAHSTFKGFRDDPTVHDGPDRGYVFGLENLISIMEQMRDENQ
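ADP-Glo luminescence measures ADP made by human IP6K1 during a 2 h RT reaction with ATP/IP6 (mix at 1.3 mM/130 uM); top library doses 57.5 and 19.1 uM final.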
SNCA viab count – GF-AFC viability counterscreen for inhibitors of alpha-synuclein gene (SNCA) expression. HEK-293-SNCA-luc viability, GF-AFC fluorescence, 24 h. 0.12% of 150,000 active. AID 1671193, 2021. Potency, µM (highest dose often 57.1 µM), for inactives: at the highest dose activity change, negative = cytotoxicity, actives largely listed as cytotoxic;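 further: potency means the concentration at half of the fitted maximal effect; 0% = DMSO-treated cells and -100% = medium-only wells without cells; nearly all actives have a fitted effect of over 30% in size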
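HEK-293-SNCA-luc cells (1500/well) plated 24 h, then exposed 24 h to a dilution series; GF-AFC added 30 min at 37C, fluorescence 405/540 nm; normalised to medium-only and DMSO wells, Hill fit.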
GPT2 inh – Primary qHTS assay for inhibitors of Glutamate pyruvate transaminase 2 (GPT2); Alanine aminotransferase 2 (Homo sapiens), Q8TD30; Recombinant GPT2, coupled pyruvate oxidase/HRP Amplex Red fluorescence; Potency, µM (top dose mostly 57.7 µM), for the others: at the top dose activity change, negative = inhibition, actives largely listed as inhibitors; 0.25% of 100,000 active; AID 1671188, 2021; further: potency means the concentration at half of the fitted maximal effect; nearly all actives have a fitted effect of over 60% in size; many of its hits are not listed in these tables
Target sequence (Q8TD30 whole entry, looked up): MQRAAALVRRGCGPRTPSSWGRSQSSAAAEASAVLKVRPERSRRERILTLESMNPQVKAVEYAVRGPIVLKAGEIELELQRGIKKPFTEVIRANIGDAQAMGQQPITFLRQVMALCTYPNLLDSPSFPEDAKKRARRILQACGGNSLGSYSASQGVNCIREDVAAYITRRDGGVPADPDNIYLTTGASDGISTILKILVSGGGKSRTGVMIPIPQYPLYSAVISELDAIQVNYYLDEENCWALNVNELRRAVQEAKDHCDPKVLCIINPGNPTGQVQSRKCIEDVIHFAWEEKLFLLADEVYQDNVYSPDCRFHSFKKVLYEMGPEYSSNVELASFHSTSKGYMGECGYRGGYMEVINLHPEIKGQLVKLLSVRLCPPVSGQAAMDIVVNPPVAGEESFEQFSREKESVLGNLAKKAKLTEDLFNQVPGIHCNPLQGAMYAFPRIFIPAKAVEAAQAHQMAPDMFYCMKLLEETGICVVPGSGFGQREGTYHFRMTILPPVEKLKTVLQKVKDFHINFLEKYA
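Inhibition is scored from Amplex Red fluorescence generated when pyruvate oxidase and HRP act on pyruvate released by GPT2. Reactions contain 10ng/uL enzyme, 250uM a-KG and 2mM L-alanine and run 30 min at room temperature.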
NIH3T3 tox – Cytotoxic Profiling in NIH 3T3 Cell Line of Diverse Libraries Using Quantitative High-Throughput Screening. NIH 3T3 viability, CellTiter-Glo ATP luminescence, 48-72 h. 4.3% of 94,000 active. Potency, µM (top dose mostly 96.7 µM), for the others: top-dose activity change, negative = cytotoxicity, hits mostly inhibitors. AID 1345082, 2018; further: potency means the concentration at half of the fitted maximal effect; nearly all actives have a fitted effect of over 55% in size
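Luminescent ATP readout (CellTiter-Glo, 10 min RT) after 48 or 72 hr compound exposure of NIH 3T3 cells seeded at 400 cells/well in 1536-well format; quantitative HTS.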
SNCA expr inh – Primary qHTS assay for inhibitors of alpha-synuclein gene (SNCA) expression; HEK-293 SNCA-luciferase knock-in, luminescence, 24 h; Potency, µM (doses to about 57.2 µM), for the others: top-dose activity change, negative = inhibition, actives largely listed as inhibitors; 0.17% of 140,000 active; AID 1671194, 2021;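 further: potency means the concentration at half of the fitted maximal effect; plate controls were DMSO cells for no effect and cell-free wells for full effect; nearly all actives have a fitted effect of over 45% in size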
HEK cytotox – Cytotoxic Profiling in HEK 293 Cell Line of Diverse Libraries Using Quantitative High-Throughput Screening. HEK 293 viability, ATP luminescence (CellTiter-Glo), 48-72 h. Potency, µM (series often up to 115 µM), for inactives: at the top dose activity change, negative = cytotoxicity, hits mostly inhibitors. 6.6% of 94,000 active; further: potency means the concentration at half of the fitted maximal effect; nearly all actives have a fitted effect of over 60% in size
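Read-out: CellTiter-Glo ATP luminescence. Cells: HEK 293, 250 cells/well. Exposure: 48 or 72 hr, 37 degree Celsius.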
FLuc inh – Firefly luciferase inhibition profiling of diverse chemical library using quantitative high-throughput screening; Potency, µM (highest dose often 115 µM), for the others: at the top dose activity change, negative = inhibition, most hits filed as inhibitors; purified P. pyralis luciferase, luminescence, biochemical; 2.5% of 76,000 active; further: potency means the concentration at half of the fitted maximal effect; nearly all actives have a fitted effect of over 65% in size
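Inhibitors were tested against purified firefly luciferase in a biochemical, low-substrate format (both substrates at 10uM) and luminescence measured with a CCD imager.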
Starred values were filed as active, the others as inactive; i = inactive; ? = inconclusive; . = no result given; & = joins results of further samples; [ ] = dose if it differs, or a comment. Unless noted, the call rests on the fitted dose curve; in most records, active means well fitted curve in the direction sought with a large enough effect; inconclusive means small, poorly fitted or top-dose-only effect, or another doubt; inactive means no such curve, though single readings can be large; an effect the other way counts as inactive or inconclusive. Unless noted, on the % scale 0 is the no-effect control and ±100 the full control effect.

SMILES	IP6K1 inh	SNCA viab count	GPT2 inh	NIH3T3 tox	SNCA expr inh	HEK cytotox	FLuc inh
CC(C)(C)NC(=O)Nc1cccc(Nc2ncc(F)c(NC(C)(C)CO)n2)c1	-10	-5%&-12%	-19%	.	-6%	.	.
CCN(CC)[C@H]1[C@@H]2OC[C@@H](O2)[C@@H](NCc2ccc(-c3ccccc3)cc2)[C@@H]1O	-4	3%[87.6 µM]	2%[88.5 µM]	?	1%[87.6 µM]	?	-14%[172 µM]
O=C(Cn1cccc1-c1nc(-c2ccc(F)cc2)no1)N1CCN(c2ccccc2F)CC1	29	-17%	i	-12%	12%	?	-3%
Cc1cccc(NC(=O)Cn2c(-c3cccc(Cl)c3)nc(C)c(CCO)c2=O)c1	-5	-24%	4%	?	-26%	40µM*	-4%
COc1ccc(Nc2ccnc(N3CCCC3C(=O)NCC(F)F)n2)cc1 (centres undefined)	14	-10%[12.5 µM]	i	-29%	-11%	-24%	.
COc1ccc(-c2ccccc2NC(=O)C2CCCN(C3CCOCC3)C2)cc1 (centres undefined)	14	-5%	-19%	-13%	-7%	-19%	-5%
CCC(=O)N1CCCN(CCOC)c2ccccc21	1	-6%	i	-15%	-26%	-30%	-5%
COc1ccccc1CNC(=O)CN1CC2CC(C1)[C@H]1CCCC(=O)N1C2 (some centres undefined)	8	-1%	i	i	-6%	18%	2%
COc1ccc(C(=O)N2CCCOCCNC(=O)CC2)cc1	4	3%	i	?	-4%	?	1%
CC1CCCN(C(=O)c2cc3c(Cl)nc4ccccc4c3s2)C1 (centres undefined)	-3	-7%	.	.	105%[activator]	.	.
CCCCN1C(=O)CC[C@H]2CN(C(=O)Cc3cnccn3)CC[C@H]21	-3	-2%	-10%	-1%	13%	i	-5%
O=C(COc1ccccc1F)Nc1ccc(C(=O)OCc2cc(=O)n3nc(C4CC4)sc3n2)cc1	-10	6%	.	.	-10%	.	.
COc1ccc(-c2nc3cc(NC(=O)CSc4ccc(C)cc4)ccc3o2)cc1	20	5%	.	.	-4%	.	.
CSc1cccc(NC(=O)N[C@H]2C[C@@H](C(=O)N[C@@H](CCCNC(=O)C=C(C)C)C(N)=O)N(C(=O)C=C(C)C)C2)c1	-8	8%	0%	-2%	-4%	-2%	14%
COc1ccccc1CNc1ncncc1-c1nc(-c2ccccc2)no1	-5	2%	i	2%	4%	2%	5%
Cc1ccc(CNC(=O)CC2=C3CCCCC3N(Cc3ccc(F)cc3)C2=O)cc1 (centres undefined)	10	-12%	i	?	-5%	-29%	-1%
COCCn1cnc2ccc(-c3ccc4c(ccn4C)c3)nc2c1=O	-9	1%[87.6 µM]	-38%[88.5 µM]	45µM*	206%[activator][87.6 µM]	?	?
COc1ccc(CC(=O)Nc2ccc([C@H]3OCC(=O)N(Cc4ccncc4)[C@@H]3CO)cc2)cc1	-12	8%	1%	-3%	-1%	4%	13%
Cc1ccsc1C(=O)NCCc1noc(C2CC2)n1	5	13%	i	-5%	23%	14%	6%
O=C(COc1ccc(NC(=O)C2CC2)cn1)NCc1ccccc1	7	10%	-7%	-6%	13%	-1%	-10%
Cc1cccc2c1-c1sc(C(=O)NCc3ccc(Cl)cc3)cc1CO2	15	5%	.	.	-24%	.	.
Cc1ccc(C2CCN(C(=O)Nc3ccc(Cl)cc3)C2)cc1 (centres undefined)	-9	-11%	.	.	99%[activator]	.	.
O=S(=O)(c1ccc(F)cc1)N(Cc1nc(-c2ccccc2)no1)C1CCCCC1	-19	-3%	.	.	5%	.	.
CCN1CC(Nc2ccc(-c3nc(CCCc4ccccc4)no3)cn2)CC1=O (centres undefined)	10	7%	-14%[11.5 µM]	-25%	4%	?	-1%
O=C(NCC1CCNC1)C1CCN(c2nc(-c3ccccc3)nc3c2CCC3)CC1 (centres undefined)	0	-9%	?	79µM*	-10%	?	8%
Cc1ccc(Nc2ccnc(N3CCC(NC(=O)c4ccc(C(F)(F)F)cc4)CC3)n2)cc1	-7	?	i	13µM*	25µM*	?	.
COc1ccc(CN2CC[C@H](c3nc4c(C(N)=O)cccc4[nH]3)C2)cc1	10	-30%[87.6 µM]	-25%[88.5 µM]	?	28%[87.6 µM]	?	-24%[172 µM]
Cc1nc(C)n(CCCn2cnc3cn(C)nc3c2=O)n1	8	21%	0%[11.5 µM]	-1%	25%	-10%	-10%
N#Cc1ccc(CN2CCC(N3Cc4cccn4C3=O)CC2)cc1	-16	-11%	-10%	-24%	6%	?	.
COc1ccccc1CN1CCN(C(=O)c2ccc3c(c2)C(O)CCCCCN3C)CC1 (centres undefined)	0	3%	i	?	1%	50µM*	-7%
Cc1ccc(N2CCC(NC(=O)c3ccc(F)c(F)c3)C2=O)cc1C (centres undefined)	-1	8%	0%	i	-11%	1%	9%
O=C(C1CCN(C(=O)N2CC3CC(C2)[C@H]2CCCC(=O)N2C3)CC1)N1CCC(N2CCCCC2)CC1 (some centres undefined)	18	-7%	i	5%	-22%	-1%	-2%
COc1ccc(N2CCN(C(=O)C3CCN(S(=O)(=O)c4cccs4)CC3)CC2)cc1	5	-1%	.	.	-7%	.	.
CNC(=O)Nc1ccc(C2(C(=O)Nc3ccc4c(c3)CCC4)CCC2)cc1	12	0%	i	?	14%	?	-1%
Cn1c(C(=O)N2CCC(C(=O)N3CCN(c4ccccc4)CC3)CC2)cc2sccc21	-1	-12%	.	.	-18%	.	.
Cc1ccc(NC(=O)CSc2nnc(-c3cc4occc4n3C)n2-c2ccccc2C)c(C)c1	-4	-9%	.	.	5%	.	.
COc1ccc(CCC(=O)N2CCC3(CC2)CC(N(C(C)=O)C2CC2)CCO3)cc1 (centres undefined)	-12	3%	1%	-14%	0%	-23%	7%
CCOc1ccc(OCC)c(NC(=O)C(NS(=O)(=O)c2cccs2)c2ccccc2)c1 (centres undefined)	12	2%	.	.	-11%	.	.
O=C(Nc1ccccc1)N1CCC(Oc2ccccc2-c2nc(-c3ccccc3)no2)C1 (centres undefined)	-8	-29%	-3%	32µM*	-23%	25µM*	?
COCCn1cnc2ccc(-c3cccc(C)c3)nc2c1=O	5	6%[87.6 µM]	i	?	-7%[87.6 µM]	-10%[172 µM]	?
C[C@@H]1O[C@@H](O[C@@H]2\C=C/C=C\C=C/C=C\C[C@H](C)OC(=O)/C=C\[C@H]3O[C@@H]3C[C@H](O)C[C@]3(O)C[C@@H](O)[C@@H](C(=O)O)[C@H](C2)O3)[C@H](O)[C@H](N)[C@@H]1O	-17	2%	?	.	.	.	.
CCCc1nc(SCc2cc(=O)c3ccc(C)c(C)c3[nH]2)n[nH]1	-7	-3%	.	.	-14%	.	.
COc1cccc(-c2nccc3c(=O)cc(N4CCOCC4)oc23)c1	-3	-7%[87.6 µM]	-8%[88.5 µM]	20µM*	40%[activator][87.6 µM]	?	-10%[172 µM]
CCOc1ccccc1CN1C[C@@H](NC(=O)COC)C[C@H]1CO	10	-6%	i	i	-17%	13%	8%
CCOc1ccccc1C1NC(=O)N(CC(=O)Nc2cc(Cl)ccc2OC)C2=C1C(=O)OC2 (centres undefined)	0	1%	-2%	-16%	3%	-23%	-8%

An excerpt from above in order of number of heavy atoms, smallest number first.
SMILES	IP6K1 inh	SNCA viab count	GPT2 inh	NIH3T3 tox	SNCA expr inh	HEK cytotox	FLuc inh
Cc1nc(C)n(CCCn2cnc3cn(C)nc3c2=O)n1	8	21%	0%[11.5 µM]	-1%	25%	-10%	-10%
CCCCN1C(=O)CC[C@H]2CN(C(=O)Cc3cnccn3)CC[C@H]21	-3	-2%	-10%	-1%	13%	i	-5%
COc1ccc(CC(=O)Nc2ccc([C@H]3OCC(=O)N(Cc4ccncc4)[C@@H]3CO)cc2)cc1	-12	8%	1%	-3%	-1%	4%	13%

Exported with each value named: part of the list above.
structure: COc1ccc(CCC(=O)N2CCC3(CC2)CC(N(C(C)=O)C2CC2)CCO3)cc1 (centres undefined)
  IP6K1 inh: -12	SNCA viab count: 3%	GPT2 inh: 1%	NIH3T3 tox: -14%	SNCA expr inh: 0%	HEK cytotox: -23%	FLuc inh: 7%
structure: CCOc1ccc(OCC)c(NC(=O)C(NS(=O)(=O)c2cccs2)c2ccccc2)c1 (centres undefined)
  IP6K1 inh: 12	SNCA viab count: 2%	GPT2 inh: .	NIH3T3 tox: .	SNCA expr inh: -11%	HEK cytotox: .	FLuc inh: .
structure: O=C(Nc1ccccc1)N1CCC(Oc2ccccc2-c2nc(-c3ccccc3)no2)C1 (centres undefined)
  IP6K1 inh: -8	SNCA viab count: -29%	GPT2 inh: -3%	NIH3T3 tox: 32µM*	SNCA expr inh: -23%	HEK cytotox: 25µM*	FLuc inh: ?

Later entries:
SMILES	IP6K1 inh	SNCA viab count	GPT2 inh	NIH3T3 tox	SNCA expr inh	HEK cytotox	FLuc inh
Cn1nc(-c2nncn2Cc2ccccc2)c2c1CCN(C(=O)c1[nH]nc3c1COc1ccccc1-3)C2	-7	2%	i	-24%	18%	?	0%
C[S+](=O)([O-])c1ccc(-c2cc3c(ccn3Cc3ccncc3)c(N3CCOCC3)n2)cc1	-3	?	5%	6.3µM*	-15%	-16%	4%
CCOc1ccccc1NC(=O)c1ccc2c(c1)CCN2S(C)(=O)=O	2	15%	.	.	35%[activator]	.	.
CC(=O)Nc1ccc(NC(=O)C2CCCN2S(=O)(=O)c2ccc3c(c2)CCCC(=O)N3)cc1 (centres undefined)	-5	1%	.	.	-15%	.	.
Cc1noc([C@@H]2CN(C(=O)c3n[nH]c4ccccc34)C[C@H]2C(N)=O)n1	3	14%	i	-11%	-6%	i	-15%
CCOC(=O)c1noc2nc(C)n(CC(=O)Nc3ccc(OC)c(Cl)c3)c(=O)c12	46	-4%	.	.	17%	.	.
COc1ccccc1-c1cc(C(=O)NCc2cccs2)nn2cnnc12	20&15	2%[12.5 µM]	-1%	-30%&-10%	?	-21%	.
CC1CCC2(CC1)NC(=O)N(CC(=O)Nc1ccc3c(c1)OCO3)C2=O (centres undefined)	-4	-17%	-9%	-27%	36%[activator]	-6%	?
C[C@@H]1[C@H]2[C@H](O[C@@H]3O[C@H](CO)[C@@H](O)[C@H](O)[C@H]3O)OC=C(C(=O)O)[C@H]2C[C@@H]1OC(=O)/C=C/c1ccc(O)cc1	2	-6%[23.9 µM]	1%[27.3 µM]	.	.	.	.
Cc1noc([C@H]2CCN(C(=O)C3CCCCC3)C[C@H]2NC(=O)C2CC2)n1	42	-14%	-17%	i	1%	2%	7%
CCOCCOC1CCN(C(=O)c2nn(C)c3ccccc23)CC1	3	-3%[12.5 µM]	1%	5%	0%	1%	-12%
Cc1ccc(C(=O)NCCNC(=O)c2cccc(-c3ncccc3C#N)c2)cc1	-8	0%[12.5 µM]	-5%	-15%	-20%	-18%	.
COc1ccc(Cn2c(CCC(=O)Nc3cc(C)cc(C)c3)nc3cccnc32)cc1	3	2%	.	.	-9%	.	.

Screening results (PubChem)
